OX1R antag-1: human HCRTR1 antagonism; 330,000 compounds, 0.43% hits; AID 434989; inhibition, % at 5 µM; O43613; CHO/OX1R cells, Fluo-8 calcium fluorescence, orexin A;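 active means inhibition above its plate's threshold, mean inhibition of all tested compounds on the plate plus 3 SD, cut at about 37% in these data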;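 further: 0% = orexin A challenge wells and 100% = SB-334867-A antagonist wells; not every result past the cut was called active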
Target sequence (O43613 whole entry, looked up): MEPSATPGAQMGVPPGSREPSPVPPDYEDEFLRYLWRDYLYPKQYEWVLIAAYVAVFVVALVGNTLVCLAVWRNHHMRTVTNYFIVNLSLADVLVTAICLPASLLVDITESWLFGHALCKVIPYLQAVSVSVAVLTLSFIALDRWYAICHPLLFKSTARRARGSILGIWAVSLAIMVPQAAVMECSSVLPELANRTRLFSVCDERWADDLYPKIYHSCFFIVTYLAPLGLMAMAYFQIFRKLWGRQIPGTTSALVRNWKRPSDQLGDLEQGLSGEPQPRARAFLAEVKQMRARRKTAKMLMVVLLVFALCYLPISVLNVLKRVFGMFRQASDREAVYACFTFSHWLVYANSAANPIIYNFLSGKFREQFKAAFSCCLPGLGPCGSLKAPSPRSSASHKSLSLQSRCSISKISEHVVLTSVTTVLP
OX1R antag-2: OX1R (human) antagonism; O43613; OX1R-expressing cells, FRET antagonist read-out; inhibition, % at 6.6 µM; 330,000 compounds, 1.8% hits; AID 485270; in the data active means inhibition mostly above about 38%, no sharp cut-off; inactive means mostly below about 40%;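 further: 0% = agonist challenge alone and 100% = reference antagonist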
Numbers without * were called inactive.

structure	OX1R antag-1	OX1R antag-2
CCS(=O)(=O)N1Cc2ccccc2CC1C(=O)Nc1nc2ccc(C)cc2s1 (centres undefined)	-14	4
Cc1ccc(NC(=O)NCCN2CCCCC2)cc1	-24	0
CC(=O)c1cccc(OCc2cc(C(=O)NC(C)Cc3cccnc3)no2)c1 (centres undefined)	-13	31
O=C(C1c2ccccc2C(=O)N2CCc3ccccc3C12)N1CCN(Cc2ccccc2)CC1 (centres undefined)	-41	28
COc1cccc(OCc2nnc(SC)n2C)c1	-13	10
Cc1cccc(C)c1NC(=S)N1CCC(c2ccccc2)C1 (centres undefined)	-39	17
O=C(Nc1ccccc1)N(CCCN1CCOCC1)Cc1cc2cc3c(cc2[nH]c1=O)OCCO3	-11	14
CN(Cc1nc2ccccc2c(=O)[nH]1)C(=O)c1cccc(NC(=O)c2cccs2)c1	-44	12
O=C(CCSc1ccccc1Cl)Nc1cccc([N+](=O)[O-])c1	-5	28
O=C(Nc1cc2c(cc1[N+](=O)[O-])OCCO2)c1cccnc1	-6	50*
O=C(NCCc1ccccc1)C(c1ccc(F)cc1)N(C(=O)c1csnn1)C1CC1 (centres undefined)	-26	6
Cc1ccccc1NC(=O)Cc1nc(COC(=O)C(NC(=O)c2ccccc2C)C(C)C)cs1 (centres undefined)	-24	10
Cc1nn(-c2ccccc2)c(C)c1P(=O)(c1ccccc1)N(C)C (centres undefined)	-12	13
COc1ccc(OC)c(CCNC(=O)Cc2ccc(NC3=NC4CS(=O)(=O)CC4S3)cc2)c1 (centres undefined)	-13	15
O=C(NC(=S)Nc1ccc(N2CCCCC2)cc1)c1ccc2c(c1)OCCO2	-16	8
O=C(CCN1C(=O)/C(=C/c2ccccc2F)SC1=S)Nc1ccccn1	-12	26
CC1(C)OC(=O)N2CCc3ccccc3C21C (centres undefined)	-18	8
Cc1ccc(S(=O)(=O)Nc2cnn(-c3ccccc3)c(=O)c2Cl)cc1	-14	12
COc1ccc(CCNC(=O)c2sc3cc(C)ccc3c2Cl)cc1	-41	11
O=C(CSc1nc(O)c(-c2ccccc2)c(=O)[nH]1)N1CCOCC1	-15	16
CCOC(=O)c1c(C)n(CCNC(C)=O)c2ccc(O)cc12	3	7
CS(=O)(=O)N(CC(=O)NCc1ccncc1)c1cc(Cl)cc(Cl)c1	-25	27
CC(=O)c1c(C)[nH]c(C(=O)CN2CCN(S(=O)(=O)c3ccccc3[N+](=O)[O-])CC2)c1C	25	3
O=C1NC(=S)N/C1=C/c1cc([N+](=O)[O-])ccc1N1CCOCC1	-17	22
COc1cc(CCC(=O)NNC(=O)c2ccc(Cl)cc2)cc(OC)c1OC	-11	10
Cc1cccc(/N=C/c2c(O)ccc3oc4c(c23)CCCC4)n1	-9	15
O=C(NNc1cccc(Cl)n1)Nc1cccc(C(F)(F)F)c1	-16	4
CC(C)Cn1c(SCC(=O)N(C)c2c(N)n(Cc3ccccc3)c(=O)[nH]c2=O)nc2ccccc21	-6	13
CCOC(=O)c1ccc(NC(=O)CSCc2ccco2)cc1	-4	4
CCC(C)c1ccccc1NC(=O)C(C)NCCN(C)C (centres undefined)	-1	6
CCN(C(=O)CSc1nnnn1-c1ccc(OC)cc1)C1CCS(=O)(=O)C1 (centres undefined)	-8	9
N#Cc1cc([N+](=O)[O-])ccc1NC(=O)CSc1n[nH]c(=O)[nH]c1=O	-13	45*
CC1CN(CCC(=O)Nc2ccc3c(c2)OCO3)CC(C)O1 (centres undefined)	-6	4
CCn1cc(C(=O)NCC2CCCO2)c2cc(OC)c(OC)cc2c1=O (centres undefined)	-3	5
CC(C)C(=O)Nc1cccc(NC(=O)CCN2C(=O)c3ccccc3S2(=O)=O)c1	-18	28
Cc1nc([N+](=O)[O-])c(C(=O)OCc2cccc(Br)c2)n1C	-1	9
COC(=O)c1ccc(C(=O)OC)c(NC(=O)CSCc2ccc(Br)cc2)c1	-15	14
Cc1ccc2nc(CCc3ccc(N)cc3)[nH]c2c1	-24	12
CCNC(=O)CSc1nc2ccccc2c(=O)n1CCCOC(C)C	-16	3
COc1ccc(-c2c(C)oc3c(CN4CCOCC4)c(O)ccc3c2=O)cc1	-23	7
Cc1ccc(O)c(C2=NCCNC(C(F)(F)C(F)F)=C2)c1	6	5
Cc1ccc(-c2nnc(SCC(=O)N/N=C/c3ccccc3C(=O)O)n2-c2ccc(C)cc2)cc1	-26	16
CC(=O)Nc1ccc(S(=O)(=O)NCCC(=O)N2CCN(c3ccccc3Cl)CC2)cc1	-19	13
CCOC(=O)C(C#N)C(Cc1ccccc1)c1ccco1 (centres undefined)	-25	8
O=Cc1coc2c(ccc3ccccc32)c1=O	-29	0
COc1cc(NC(=S)NCc2cccs2)cc(OC)c1	-2	20
O=S(=O)(O)Oc1c[nH]c2ccccc12	-12	14
COc1ccccc1-n1c(SCC(=O)Nc2ccc(C)cc2)nc(O)cc1=O	-5	5
CC(=O)Nc1ccc(N2C(=O)c3ccc(S(=O)(=O)c4ccc(C(=O)O)cc4)cc3C2=O)cc1	3	17
CC1(C)CC(=O)C=C(NCC(O)c2ccccc2)C1 (centres undefined)	1	9

Additional entries:
structure	OX1R antag-1	OX1R antag-2
COc1ccc(-c2cc(C)nc3nc(N)nn23)cc1	-26	18
CCN(CC)C(=O)CC(c1cc(OC)c(OC)c(OC)c1)c1c(O)cc(OC)cc1OC (centres undefined)	-25	32
COc1ccccc1C(=O)NC(=O)CSc1nnc(N)s1	-6	2
Cc1cc(=O)[nH]c(SCC(=O)NC(c2ccccc2)c2ccccc2)n1	-10	4
C=CCNC(=O)CSc1nc2sc3c(c2c(=O)n1CCC)CCC3	-23	17
Cc1cccc(C(=O)NC(=S)Nc2ccccc2C(=O)O)c1	-19	8
Cn1cccc1/C=N/NC(=O)c1ccn[nH]1	-9	16
CC(C)(C)c1ccc(OCC(=O)N/N=C/c2ccsc2)cc1	-12	14
COCCNC(=O)c1cc2cc(Br)cc(Br)c2oc1=O	-8	12
C=CCO/N=C(\C)c1c(O)c(C)c(-c2ccccc2)n(-c2ccccc2)c1=O	-33	14
CC(C)Cn1c(=O)c(C(=O)NCc2ccccn2)c(O)c2ccccc21	-42	23
CCc1ccc(N2C(=O)C3C(C2=O)N2CCCN2C3c2ccccc2)cc1 (centres undefined)	-28	6
COc1cc(OC)cc(C(=O)Nn2cc(C(=O)Nc3c(F)cccc3F)c3ccccc3c2=O)c1	-17	8
CCNc1nc(C23CC4CC(CC(C4)C2)C3)cs1	-9	26
Cc1ccc(NC2SC(=O)N(Cc3cccc(C(=O)O)c3)C2=O)c(C)c1 (centres undefined)	4	11
COc1ccc(-c2nnn(CC(=O)N(Cc3ccccc3Cl)C(C(=O)NCC3CCCO3)c3ccco3)n2)cc1 (centres undefined)	-32	22
CN(CC(=O)Nc1ccccc1Br)C(=O)C1CCN(C(=O)c2ccc(Cl)cc2)CC1	-20	7
COc1ccccc1-n1c(Cc2cccs2)n[nH]c1=S	-5	10
Cn1cc(CN2CCc3c([nH]c4ccccc34)C2C2CCCCC2)cn1 (centres undefined)	-27	36
O=C(c1ccc(Cl)cc1)c1oc2ccccc2c1CS(=O)c1ccc(Cl)cc1 (centres undefined)	-18	6
CCN(CC)S(=O)(=O)c1ccc(Cl)c(NC(=O)CCCCl)c1	-20	6
COc1cc(NC(=S)N2CCCC(C)C2)c(OC)cc1Cl (centres undefined)	-25	6
CCOC(=O)C1CCN(S(=O)(=O)c2cccc(-c3cn4cccnc4n3)c2)CC1	11	27
Cn1ccnc1C(=O)c1cc(SCC(=O)NCc2ccccc2)nc2ccccc12	-21	25
Cc1ccc(S(=O)(=O)N(C)c2ccc(OC(=O)c3cccs3)cc2)cc1C	27	7

Gathered by group, the compounds so far containing a thiophene ring, fused or not
structure	OX1R antag-1	OX1R antag-2
CN(Cc1nc2ccccc2c(=O)[nH]1)C(=O)c1cccc(NC(=O)c2cccs2)c1	-44	12
COc1ccc(CCNC(=O)c2sc3cc(C)ccc3c2Cl)cc1	-41	11
COc1cc(NC(=S)NCc2cccs2)cc(OC)c1	-2	20
C=CCNC(=O)CSc1nc2sc3c(c2c(=O)n1CCC)CCC3	-23	17
CC(C)(C)c1ccc(OCC(=O)N/N=C/c2ccsc2)cc1	-12	14
COc1ccccc1-n1c(Cc2cccs2)n[nH]c1=S	-5	10
Cc1ccc(S(=O)(=O)N(C)c2ccc(OC(=O)c3cccs3)cc2)cc1C	27	7

(more compounds)
structure	OX1R antag-1	OX1R antag-2
CCn1ncc([N+](=O)[O-])c1C(=O)Nc1c(C)nn(Cc2ccc(F)cc2)c1C	-22	14
CSCCC(N=C(NS(=O)(=O)c1ccccc1)c1ccccc1)C(=O)O (centres undefined)	-4	17
COc1ccc(C=Nc2cccc3c(=O)[nH][nH]c(=O)c23)c2ccccc12	-7	20
CSCCC(NC(N)=O)C(=O)Nc1ccc(F)c(Cl)c1 (centres undefined)	-7	-1
CC1=CC(C)(C)N(S(=O)(=O)c2ccc(C)cc2)c2ccc(C)cc21	40	23
CCOc1ccc(CN2C(=O)c3ccccc3C2C(=O)NC(C)CC)cc1OC (centres undefined)	-27	8
Cc1nn(-c2nc3ccccc3n2Cc2ccccc2)c2c1C(=O)CC(C)(C)C2	-39	20
COC(=O)N1C(=O)[C@@](CC(C)C)(c2ccccc2)N1C(=O)OC	-17	7
CCc1ccc2c(c1)C(c1ccncc1)=NNC(c1ccccc1)=N2	-39	12
Cn1c(CN2CCOCC2)nnc1SCC(=O)Nc1cccc(C(F)(F)F)c1	-5	3
Cc1ccc(S(=O)(=O)N2CCN(C(=O)Cc3ccc4c(c3)OCCO4)CC2)cc1C	-19	17
CSc1ccc(CCNC(=O)c2nn(C)c3c2CS(=O)(=O)c2ccccc2-3)cc1	-6	18
OCC[C@@H]1C[C@H](O)[C@@H](O)[C@]2(CCc3ccccc3CO2)O1	-23	16
CC(=O)O[C@H]1c2ccccc2-c2ccccc2[C@@H]1OC(C)=O	-10	2
Cc1cc(SCNC(=O)c2ccccc2)ncn1	-6	-1
CCCn1c(SCC(=O)c2cc(C)ccc2C)n[nH]c1=O	-10	14
COc1cc(/C=N/NC(=O)/C(=C\c2ccc([N+](=O)[O-])cc2)NC(=O)c2ccccc2)cc(OC)c1O	-23	14
Cc1cc(NC(=O)CSCC(=O)N(C)Cc2c(F)cccc2Cl)no1	-11	10
CCOC(=O)c1c(-c2ccc(C)s2)csc1N	-18	0
C[C@H]1CN([C@@H](C)CO)C(=O)Cc2cc(NC(=O)CCC(F)(F)F)ccc2O[C@H]1CN(C)S(=O)(=O)c1ccc(Cl)cc1	-36	10
CCc1ccccc1NC(=O)Nc1cnccn1	-10	14
CC(=O)N1CCN(c2ccc(NC(=O)c3ccc4c(c3)OCCO4)cc2)CC1	-5	9
Cc1ccc(-c2csc(NC(=O)CCNC(=O)c3ccccc3Cl)n2)cc1	-27	7
CCCCCOC(=O)Nc1ccc(S(=O)(=O)Nn2cnnc2)cc1	-8	9
COc1ccc(C(=O)NC(=S)Nc2ccc3c4c(cccc24)CC3)cc1OC	-5	16

Following part:
Order of values: OX1R antag-1, OX1R antag-2
> C[C@H]([C@@H](N)C(=O)N[C@@H](C(=O)O)[C@@H]1O[C@H](n2ccc(=O)[nH]c2=O)[C@@H](O)[C@H]1O)[C@@H](O)c1ccc(O)cn1
 : -11, 14
> CCCCn1c(N)c(N(CCC(C)C)C(=O)c2ccc3c(c2)OCO3)c(=O)[nH]c1=O
 : -31, 11
> CCc1nnc(NC(=O)c2cc(C)oc2C)s1
 : -14, 6
> CCCCC(=O)Nc1ccc2oc(-c3cccnc3)nc2c1
 : -28, 23
> CNC[C@H]1Oc2ccc(NC(=O)Cc3cn(C)c4ccccc34)cc2CC(=O)N([C@@H](C)CO)C[C@H]1C
 : -16, -1
> O=C(Nc1cccnc1)c1coc(=O)c2ccccc12
 : 9, 12
> COc1ccc(OC)c(C2C(C(=O)c3cccs3)=C(O)C(=O)N2CCN(C)C)c1 (centres undefined)
 : -4, 14
> Cc1nn(C)cc1CNC(=O)c1cc2n(n1)C(C(F)(F)F)CC(c1cccs1)N2 (centres undefined)
 : -20, 12
> Cc1cc(C(F)F)n2nc(C(=O)NCc3ccccc3F)nc2n1
 : 1, 14
> CCCCCn1c(=O)[nH]c2cc(C(=O)N3CCN(C(=O)OCC)CC3)ccc2c1=O
 : -27, 9

Reformatted: entries from further up.
OX1R antag-1	OX1R antag-2	SMILES
-11	14	C[C@H]([C@@H](N)C(=O)N[C@@H](C(=O)O)[C@@H]1O[C@H](n2ccc(=O)[nH]c2=O)[C@@H](O)[C@H]1O)[C@@H](O)c1ccc(O)cn1
-31	11	CCCCn1c(N)c(N(CCC(C)C)C(=O)c2ccc3c(c2)OCO3)c(=O)[nH]c1=O

(further entries)
Order of values: OX1R antag-1, OX1R antag-2
> CSc1nc(-c2ccccc2)nc(N)c1C(C)=O
 : -3, 27
> COc1cc(-c2cc[n+](C)cc2)ccc1O
 : -9, 41
> Cn1cccc1Cc1nnc(SCC(=O)Nc2ccc(F)cc2F)n1-c1ccc(F)cc1
 : -33, 20
> Cc1ccc(SCC(=O)Nc2cccc(-c3nnc(-c4ccco4)o3)c2)cc1
 : -8, 19
> Cc1ccc(CN2CCN(Cc3ccc(O)cc3)CC2CCO)o1 (centres undefined)
 : -9, 14
> COc1ccc(NS(=O)(=O)c2cccc(C(=O)N3CCCCCC3)c2)cc1
 : -30, 23
> CC(C)c1nccn1S(=O)(=O)c1cc(Cl)ccc1Cl
 : -14, 3
> CN(CC(=O)Nc1ccc(C(N)=O)cc1)CC(=O)Nc1ccccc1Br
 : 2, 0
> CCOc1ccc(-c2cnc3n2CCCCC3)cc1
 : -11, 5
> O=C1C(Cc2ccccc2)Nc2ncnc(N3CCc4ccccc4C3)c2N1Cc1ccc(Cl)cc1 (centres undefined)
 : 2, 62
> NNC(=O)c1cnn(Cc2ccccc2)c1N
 : -17, 11
> O=C(Nc1cc(C(F)(F)F)ccc1Cl)C(=O)N1CCCCC1
 : -2, 13

Screens deposited in PubChem BioAssay by The Scripps Research Institute Molecular Screening Center.

Rows are unselected; overall some 2.1% were active at least once.
